# MKP-3 inhibition – inhibition of rat DUSP6 enzyme activity – biochemical, in vitro, primary screen (AID 425); hit rate 0.17% among 110,000; recombinant MKP-3 phosphatase activity, fluorescence; higher % means a stronger effect; inhibition, % at 20 µM; hits with a dose series show IC50 in µM; in the data active = inhibition above about 50%;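 note: plate controls were vehicle for no effect and reference inhibitor for full effect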
# Hsp70 inhibitors – small molecules displacing fluorescent ligand from Hsp70 – biochemical, fluorescence polarization, primary screen (AID 583); Hsp70 fluorescence polarization probe displacement, mP; higher % means a stronger effect; one-dose displacement, % at 20 µM; IC50 in µM for titrated hits; hit rate 0.06% among 140,000; in the data active = displacement above about 50%;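 note: plate controls were vehicle for no effect and reference ligand for full effect; a part of the inactive calls stands beside numbers as strong as those of hits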
# Starred values were filed as active, the others as inactive; . = no result given; & = joins results of further samples. The list is partial, so the mix of outcomes need not match the whole.
Compound,Hsp70 inhibitors,MKP-3 inhibition
CN1C(=O)/C(=C/c2ccc(-c3ccc([N+](=O)[O-])cc3)o2)SC1=S,-0.3%,4.7%
COC(=O)c1ccc(COc2nc(C)cc(C)c2C#N)o1,3.1%,-4.1%
CSc1ccc(S(=O)(=O)N(CC(=O)NC2CCCCC2)c2ccc(C)cc2)cc1,-0.4%,-6.9%
COc1cc(-c2nc3sc4c(c3c(=O)[nH]2)CCCC4)ccc1OCC(=O)O,-2.1%,7.9%
Cc1cccc(OCC(=O)NC(C)c2ccccc2)c1 (stereo not drawn),-1.4%,3.5%
N#Cc1nc(COc2ccccc2)oc1N1CCN(c2cccc(Cl)c2)CC1,-0.2%,-8.8%
CCC1C(=O)N(c2nc(-c3ccc(I)cc3)cs2)N=C1C (stereo not drawn),-6.6%,2.8%
N/C(=N\OC(=O)c1ccc(Br)cc1)c1ccccn1,-6.9%,-0.1%
COc1ccc(CCNc2nc(=O)[nH]nc2C)cc1OC,2.3%,-7.2%
CC1CCN(CC(=O)N2CC(=O)Nc3ccccc32)CC1,3.6%,.
Cc1cc(N2CCCC2)ccc1/C=N/n1cnnc1,.,-5.2%
CC(C)n1c(Sc2nccn2C)nc2c1c(=O)n(C)c(=O)n2C,-5.3%,-6.7%
CCOc1cc(C(=O)Nc2ccc(Br)cc2F)cc(OCC)c1OCC,-1.6%,5.8%
COc1ccc(C(=O)O)cc1S(=O)(=O)Nc1cccc(C(F)(F)F)c1,-3.2%,-10.9%
Cc1cc(-c2ccco2)c(C#N)c2nc3ccccc3n12,26.7%,-9.6%
O=C(O)c1cc(CN2CCOCC2)oc1-c1ccccc1,3.2%,-10.3%
CC1=C(C#N)c2nc(N)c(C#N)c(C)c2/C1=C/c1ccc(-c2ccc([N+](=O)[O-])cc2)o1,-3.0%,2.0%
COC(=O)c1cc2sc(Cl)cc2n1CC(=O)NCCC(C)C,2.8%,.
CCC(C)NC(=O)NC(=O)N(C1CCCCC1)S(C)(=O)=O (stereo not drawn),1.0%,.
CCOC(=O)C(N)CSC1CC(=O)N(c2ccc(C(=O)OC)cc2)C1=O (stereo not drawn),6.3%,-6.0%
CCN(CC)CCCCOc1ccc(OC)cc1,-0.7%,0.9%
CC(C)Oc1ccc(/C=C(/NC(=O)c2ccccc2)C(=O)Nc2ccccc2)cc1,1.2%,-5.7%
O=C(O)CCSc1nnc(-c2ccncc2)n1-c1ccccc1,0.9%,5.0%
COc1ccc(C2Nc3ccccc3C(=O)N2Cc2ccco2)cc1COc1ccc(NC(C)=O)cc1 (stereo not drawn),0.8%&-3.2%,-17.6%&2.5%
O=C(CCS(=O)(=O)c1ccccc1)Nc1nc(-c2ccccn2)cs1,0.1%,-1.1%

# Other entries.
Compound,Hsp70 inhibitors,MKP-3 inhibition
CC1=CC(C)(C)N(C(N)=S)c2cc(C)ccc21,3.3%,-0.9%
COc1ccc(C(=O)Nc2ccc(S(N)(=O)=O)cc2)cc1[N+](=O)[O-],3.1%,1.3%
O=C(/C=C/c1cccc([N+](=O)[O-])c1)NCCCn1ccnc1,-4.3%,-2.6%
CC1(C)C(C#N)=C(N)OC2=C1C(=O)CCC2,1.9%,-0.5%
Clc1ccc(Br)cc1-c1nc(-c2cccnc2)no1,-1.2%,-14.6%
CCOc1cc(S(=O)(=O)NCCc2ccccc2C)c(OCC)cc1-n1cnnn1,1.5%,-9.1%
COC(=O)C(C)N(C#N)c1nc(NC(C)C)nc(SC)n1 (stereo not drawn),-2.4%,.
CC(=O)c1cccc(N=Cc2cc(Br)cc(Br)c2O)c1,19.4%,-0.3%
COC(=O)/C=c1/s/c(=C(/C#N)C(=O)N2CCOCC2)n(-c2ccccc2)c1=O,3.7%,-20.4%
CCCCCCC1CC(CSC(=N)N)OC1=O (stereo not drawn),-3.9%,.
CC1=C(C(=O)OCCc2ccccc2)C(c2cc([N+](=O)[O-])ccc2Cl)CC(=O)N1 (stereo not drawn),0.2%,3.3%
NC(=O)c1sc(=S)n(-c2ccc(Br)cc2)c1N,0.4%,0.7%
CS(=O)(=O)N(CC(=O)Nc1ccccc1C(=O)N1CCOCC1)c1ccccc1,-1.6%,.
CC(C)(C)c1ccc(S(=O)(=O)Nc2ccc(Cl)cc2)cc1,-1.3%,-0.2%
CCC1(C)OC(=O)N2CCc3c(C)[nH]c4c(C)ccc(c34)C21C (stereo not drawn),3.8%,-6.8%
COc1ccc(NS(=O)(=O)c2cccc(-c3nnc(-c4ccccc4)o3)c2)cc1,0.8%,.
CCOC(=O)N1CCC(N2CC34C=CC(O3)C(C(=O)Nc3ccc(C(C)C)cc3)C4C2=O)CC1 (stereo not drawn),0.2%,2.5%
Nc1nc(SCC(=O)N2CCc3ccccc3C2)[nH]c(=O)c1-c1ccccc1,-3.8%,-10.6%
COc1ccc(OC)c(/C=N/NC(=O)Cn2cnc3ccccc32)c1,-1.8%,-1.8%
CCN(CC)S(=O)(=O)c1ccc(NC(=O)c2ccc(NS(C)(=O)=O)cc2)cc1,3.7%,-1.9%
Cc1c(C(=O)NN)c2cc(O)ccc2n1CCO,-2.8%,-0.3%
CC(=O)C1=C(O)C(=O)N(CCN2CCNCC2)C1c1ccc(C)cc1 (stereo not drawn),0.1%,-2.1%
COCCOC(=O)c1c(C)oc2ccc(OCC(=O)c3ccc(Br)cc3)cc12,-0.7%,3.4%
O=C(N/N=C/c1ccco1)c1ccccn1,-1.1%,0.8%
CC(C)Oc1ccc2c(-c3ccccc3)cc(=O)oc2c1,-3.2%,1.7%

# Quoted from the listing:
# MKP-3 inhibition result of CCOc1cc(S(=O)(=O)NCCc2ccccc2C)c(OCC)cc1-n1cnnn1 reads -9.1%
# MKP-3 inhibition result of COC(=O)/C=c1/s/c(=C(/C#N)C(=O)N2CCOCC2)n(-c2ccccc2)c1=O reads -20.4%
# Hsp70 inhibitors result of CC(=O)C1=C(O)C(=O)N(CCN2CCNCC2)C1c1ccc(C)cc1 (stereo not drawn) reads 0.1%

# Continuation.
Compound,Hsp70 inhibitors,MKP-3 inhibition
Cc1c(NC(=O)CSc2cccc3cccnc23)c(=O)n(-c2ccccc2)n1C,10.0%,.
C=CCNC(=S)/N=c1\sccn1C,3.2%,.
CC(C)(C)NC(=O)c1cc(F)c(F)cc1Cl,4.5%,.
CCOC(=O)C1CCN(CC(=O)Nc2c(C(=O)OC)[nH]c3ccccc23)CC1,3.1%,-0.6%
O=C(c1cc(Cl)ccc1Cl)N1CCN(c2ccccc2)CC1,1.8%,-3.3%
CN(C)c1ccc(NC2=C([N+](=O)[O-])CS(=O)(=O)C2)cc1,-0.7%,.
CCCN1Cc2cccc(C(=O)Nc3ccc(N4CCN(CC)CC4)cc3)c2C1=O,-1.5%,-7.3%
O=S(=O)(c1ccc(S(=O)(=O)n2cnc3ccccc32)cc1)N1CCCCCC1,7.2%,-8.3%
Cn1c2c(c(=O)n(C)c1=O)C(NC(=O)C(C)(C)C)(C(F)(F)F)C(=O)N2 (stereo not drawn),10.9%,-7.2%
Cc1ccc(/C=c2/sc3n(c2=O)CCCN=3)o1,8.2%,.
O=C(Nc1ccccc1[N+](=O)[O-])c1ccc(Br)o1,-1.4%,2.2%
COc1ccc(/C(N)=N/OC(=O)c2ccccc2I)cc1,-2.4%,-1.4%
CCOC(=O)c1sc2c(c1NC(=O)c1ccc3c(c1)OCCO3)CCCC2,-2.1%,1.0%
O=C1c2ccccc2NC(c2ccc(F)cc2)N1c1ccccc1 (stereo not drawn),5.2%,-0.2%
COc1ccc(OC)c(Nc2cc(C)nc3ccccc23)c1,-1.0%,-9.1%
O=C(CNC(=O)c1ccc(Br)cc1)NCCc1nc2ccccc2[nH]1,-4.2%,.
O=C(c1cc2c(s1)CCCC2)N1CCN(C(=O)C2CCCO2)CC1 (stereo not drawn),7.8%,-2.1%
NC(=O)C1C(=O)Oc2ccccc2C1=O (stereo not drawn),-2.5%,1.6%
CNC(=O)Cn1ncc2c(C)n(Cc3ccc(C)cc3)c(C)c2c1=O,1.9%,9.9%
Cc1ccc[n+](CC(=O)c2ccc(N3C(=O)c4ccccc4C3=O)cc2)c1,5.0%,-1.4%
Cc1ccc(C(=O)Nc2ccc3c(c2)OCO3)o1,1.2%&-1.8%,-1.0%&6.3%
Cc1nc(N2CCN(C(c3ccccc3)c3ccccc3)CC2)nc2c1C(=O)CCC2,0.7%,-2.1%
CCCc1nc2ccccc2c(=O)n1N,5.2%,.
COc1ccc(/C=C2/C=C(c3ccccc3)OC2=O)cc1,-2.2%,1.5%
O=C(Nc1ccc(S(=O)(=O)N2CCOCC2)cc1)c1ccccc1Cl,-0.2%,1.8%

# More results:
Compound,Hsp70 inhibitors,MKP-3 inhibition
CCOc1cc(C(=O)Nc2cccc(NC(=O)c3ccco3)c2)cc(OCC)c1OCC,-3.3%,2.8%
O=C(Nc1cccc(Cl)c1)c1cccc(NC(=S)Nc2ccccc2)c1,-0.6%,7.3%
CCOC(=O)c1c(-c2ccccc2)oc2ccc(OC(=O)C(C)(C)C)cc12,-1.6%,3.0%
Cc1ccc(N(CC(=O)Nc2cc(C)cc(C)c2)S(=O)(=O)c2cccc3nonc23)cc1,-0.3%,.
O=C(Nc1cc(Oc2ccccc2)cc([N+](=O)[O-])c1)c1ccco1,2.1%,-1.6%
CC(C)CN1C(=O)/C(=C/c2ccc(F)cc2)SC1=S,-4.1%,2.4%
CCN(CC)c1ccc(NC(=O)c2cc(I)ccc2Cl)cc1,0.1%,-1.1%
O=C(Nc1ccc(C(F)(F)F)cc1)c1ccc2c(c1)C(=O)N(CC1CCCO1)C2=O (stereo not drawn),5.5%,-3.9%
COc1ccc(OC)c(C2=NOC(C(=O)N3CCCc4ccccc43)C2)c1 (stereo not drawn),3.6%,.
CCOC(=O)C(C)Oc1cccc2c(=O)n(CC(=O)NCc3ccco3)ccc12 (stereo not drawn),2.1%,-9.8%
O=S(=O)(N1CCCCC1)N1CCN(c2ccccc2F)CC1,-1.0%,.
COc1ccc(CC(=O)Nc2ccc(-c3nc4cc(C)ccc4o3)c(O)c2)cc1OC,-4.2%,13.0%
Cc1n[nH]c(=O)nc1NCCN(C)C,1.4%,-19.5%
Cn1c(C(=O)NCCCN2CCCCC2)cc2sccc21,-2.1%,-5.4%
COC(=O)c1sccc1NC(=O)/C=C/c1cccs1,0.5%,0.0%
COc1cc(NC(=O)c2ccc(S(=O)(=O)N(C)C)cc2)cc(OC)c1OC,5.6%,0.9%
Brc1ccccc1OCCCCCCN1CCOCC1,-0.1%,-2.9%
Cc1cc(C)n2c(SCC(=O)N(C)C3CCS(=O)(=O)C3)nnc2n1 (stereo not drawn),2.7%,-9.9%
Cc1cccc(NC(=O)CCC(=O)N/N=C/c2ccncc2)c1,0.2%,-2.2%
O=C1NCCN1C(=O)c1ccco1,8.8%,1.4%
COc1ccc(N2CCn3c2nc2c3c(=O)n(CCN3CCOCC3)c(=O)n2C)cc1,-0.4%,2.2%
O=C(CCN1C(=O)S/C(=C\c2ccc(Cl)cc2)C1=O)Nc1ccccc1,-1.8%,0.4%
COc1ccc2cc(C3(C)NC(=O)NC3=O)ccc2c1 (stereo not drawn),-4.0%,-1.7%
Cc1cc(C(=O)OCC(=O)Nc2ccc(S(=O)(=O)N3CCOCC3)cc2)c(C)o1,-3.3%,3.9%
Cc1ccccc1Nc1nc(N)nc(CSCc2c(C)noc2C)n1,4.6%,-11.6%

# Random excerpt: 5 entries already listed.
Compound,Hsp70 inhibitors,MKP-3 inhibition
Cc1cc(C)n2c(SCC(=O)N(C)C3CCS(=O)(=O)C3)nnc2n1 (stereo not drawn),2.7%,-9.9%
COc1ccc(OC)c(C2=NOC(C(=O)N3CCCc4ccccc43)C2)c1 (stereo not drawn),3.6%,.
COc1ccc(CC(=O)Nc2ccc(-c3nc4cc(C)ccc4o3)c(O)c2)cc1OC,-4.2%,13.0%
Cc1cccc(NC(=O)CCC(=O)N/N=C/c2ccncc2)c1,0.2%,-2.2%
COc1ccc(N2CCn3c2nc2c3c(=O)n(CCN3CCOCC3)c(=O)n2C)cc1,-0.4%,2.2%

# More entries follow:
Compound,Hsp70 inhibitors,MKP-3 inhibition
CC(C)c1ccc(NC2=NS(=O)(=O)c3cc([N+](=O)[O-])ccc32)cc1,1.6%,2.8%
CCCCCCCCCCOC(=O)c1csc2nnsc12,2.0%,.
CC1(C)Cc2c(sc3c2C2=NCCN2C=N3)CO1,15.8%,1.1%
CCOC(=O)C1CCN(Cc2oc(CO)cc(=O)c2O)CC1,-5.7%,.
Cc1ccc(-c2noc(CSc3nnc(-c4ccncc4)n3-c3ccc(F)cc3)n2)cc1,-2.4%,.
O=C(/C=C/c1cccc([N+](=O)[O-])c1)Nc1cc(Cl)ccc1Cl,6.6%,0.0%
COc1ccc(C2Nc3ccccc3C(=O)N2Cc2ccccc2)cc1Cn1nc(C)c(Br)c1C (stereo not drawn),3.1%,1.2%
O=C(CN1C2=NCCN2c2ccccc21)c1ccc(Br)s1,0.8%,-0.5%
COc1ccccc1OCC(=O)N/N=C1\CCc2ccccc21,-2.9%,.
CCn1c(NC(=O)C2CCCCC2)nc2ccccc21,-0.2%,.
CC(=O)Nc1c(-c2ccccc2)nc2ncccn12,-5.2%,-2.8%
CCOC(=O)c1c(-c2ccccc2)csc1NC(=O)C(C)C,0.2%,-3.1%
O=C(O)c1c[nH]c2ccc(S(=O)(=O)N3CCOCC3)cc12,3.7%,1.1%
CC(CCc1ccccc1)NC(=O)C1CCN(C(=O)c2sccc2-n2cccc2)CC1 (stereo not drawn),2.5%,-1.6%
CCSc1nc2c(cc1C#N)CCCC2,-2.8%,-3.2%
